# Dengue virus CPE: Dengue virus cytopathic effect inhibitors, cell-based, CPE readout, HTS (AID 540333) | Dengue virus CPE inhibition in host cells; hits give high values | CPE inhibition, % at 20 µM | hit rate 3.1% among 10,000; in the data active = CPE inhibition mostly above about 9.1%, no sharp cut-off; inactive = mostly below about 7.2%
# An asterisk follows results filed as active; i = inactive.
# A first look:
cpd	compound	Dengue virus CPE
1	COc1ccc(C(=O)Nc2ccc([N+](=O)[O-])cn2)cc1OC	0.4
2	CCCn1c(/C=N/Nc2nc3ccccc3[nH]2)nc2ccccc21	i
3	O=C(CCC(=O)Nc1ccccc1)NNC(=O)COc1ccccc1	i
4	COc1cccc(C(Nc2ccccn2)c2c(NC(=O)c3ccco3)sc(C)c2C)c1 (stereo unspecified)	31*

# The list itself, previewed entries included:
cpd	compound	Dengue virus CPE
1	COc1ccc(C(=O)Nc2ccc([N+](=O)[O-])cn2)cc1OC	0.4
2	CCCn1c(/C=N/Nc2nc3ccccc3[nH]2)nc2ccccc21	i
3	O=C(CCC(=O)Nc1ccccc1)NNC(=O)COc1ccccc1	i
4	COc1cccc(C(Nc2ccccn2)c2c(NC(=O)c3ccco3)sc(C)c2C)c1 (stereo unspecified)	31*
5	COc1cccc(-c2cc(C(=O)NCCCn3ccnc3)c3ccccc3n2)c1	i
6	COC(=O)c1c(NC(=O)c2cccnc2Cl)sc(C(=O)N(C)C)c1C	i
7	Cc1ccc(/C=N/Nc2cccc(C(=O)O)c2)s1	0.7
8	CCOC(=O)N1CCN(C(=O)c2ccc(-n3c(C)ccc3C)cc2)CC1	0.7
9	COc1cc(C(=O)Nc2cccc(-c3nc4cc(C)ccc4o3)c2)cc(OC)c1OC	1.4
10	CCOc1cc(/C=N/n2nnnc2N)ccc1OCc1c(C)no[n+]1[O-]	0.1
11	CCOc1ccc(/C(O)=C2/C(=O)C(=O)N(CCN(C)C)C2c2ccccc2)cc1Cl (stereo unspecified)	0.3
12	O=C(Cc1ccc(F)cc1)N1CCN=C1SCc1ccc([N+](=O)[O-])cc1	0.3
13	COc1cc(N(C(=O)Cc2cccs2)C(C(=O)NC2CCCCC2)c2cccc(OC)c2OC)ccc1-n1cnnn1 (stereo unspecified)	3.8
14	Cc1ccc(Sc2ncccc2C(=O)O)cc1	i
15	CC(C)NC(=O)CSc1nc(N)c(NC(=O)c2ccccc2F)c(=O)[nH]1	0.8
16	Cc1ccc(OCc2cn3cccnc3n2)cc1	3.1
17	C=CCNC(=O)c1c(CSc2ccc(Cl)cc2)noc1C(=O)NCCC	0.8
18	CCOc1ccc(S(=O)(=O)N/N=C2/CCCC(=O)C2)cc1	0.7
19	O=C(c1ccccc1Sc1c(Cl)cccc1[N+](=O)[O-])N1CCOCC1	0.3
20	O=c1c2ccccc2sc2ccc(Cl)cc12	0.5

# Reprinted at random: 2 compounds from above, in no set order.
cpd	compound	Dengue virus CPE
7	Cc1ccc(/C=N/Nc2cccc(C(=O)O)c2)s1	0.7
15	CC(C)NC(=O)CSc1nc(N)c(NC(=O)c2ccccc2F)c(=O)[nH]1	0.8

# The list continues.
cpd	compound	Dengue virus CPE
21	CC(=O)Nc1ccc(OCC(=O)NCCc2ccc(Cl)cc2)cc1	i
22	Cc1ccc(-n2c(=S)[nH]c3c(oc4ccccc43)c2=O)cc1	0.2
23	O=C(Nc1nc(-c2ccc(Oc3ccccc3)cc2)cs1)C1=COCCO1	11*
24	O=C(CNC(=O)c1ccc(N2C(=O)c3ccccc3C2=O)cc1)OCC(=O)c1cccc2ccccc12	i
25	COCCn1c(=NC(=O)/C=C/c2ccccc2Cl)sc2cc(NC(C)=O)ccc21	0.1
26	N#Cc1c(-c2ccccc2)cc(C2CC2)nc1SCC(=O)O	1.5
27	CCOC(=O)c1ccccc1Cc1nc2ccccc2c(=O)[nH]1	0.2
28	CN(C(=O)c1cccc(COc2ccc(Cl)cc2Cl)c1)c1ccccc1	12
29	CCOc1ccc2nc(N3C(=O)/C(=C/c4ccc(Cl)cc4)NC3=S)sc2c1	2.3
30	CCN(CC)S(=O)(=O)c1cc(C(=O)OCC(=O)Nc2c(F)cccc2F)ccc1F	0.2
31	COc1ccc(-c2ccc3c(c2)S(=O)(=O)c2cccc(C(=O)NCc4cc(C)oc4C(F)(F)F)c2C3=O)cc1OC	i
32	Cc1ccccc1C(CC(=O)c1cccs1)C(C#N)C#N (stereo unspecified)	i
33	Cc1ccccc1S(=O)(=O)Nc1ncnc2scc(-c3ccccc3)c12	i
34	Clc1ccccc1Cn1nc(-c2ccccc2)nc1-c1ccccc1	2.9
35	O=C(O)CNC(=S)N(Cc1ccco1)Cc1ccccc1Cl	i
36	CCOC(=O)c1sc(NC(=O)COC(=O)CNC(=O)C2CCCCC2)c(C(=O)OCC)c1C	i
37	CC(C)CNC(=S)N1CCN(C(c2ccccc2)c2ccccc2)CC1	28*
38	O=C(CC12CC3CC(CC(C3)C1)C2)N/N=C/c1ccncc1	i
39	CC(=O)N1CCC2(CC1)CC(=O)c1cc(Cl)ccc1O2	i
40	CN(CCC#N)C(=O)COC(=O)c1ccc(CNS(=O)(=O)c2ccc(F)c(Cl)c2)cc1	0.4

# New compounds follow.
cpd	compound	Dengue virus CPE
41	CCCOC(=O)c1c(-c2ccc(C)cc2C)csc1NC(=O)C1C2CCC(O2)C1C(=O)O (stereo unspecified)	i
42	S=C(Nc1ccccc1)Nn1cnnc1	i
43	O=C(CCCCO)c1ccc(O)c(Cl)c1	1.0
44	COc1ccccc1N1C(=N)S/C(=C\c2ccc(-c3ccccc3C(=O)O)o2)C1=O	i
45	Cc1ccc(NC(=S)c2ccccc2)cc1	i
46	Cc1ccc(SCc2ccc(C(=O)Nc3ccccc3Br)cc2)cc1	0.0
47	CC1CN(C(=O)c2ccccc2)c2ccccc2NC1=O (stereo unspecified)	i
48	O=C(CSc1nc(-c2ccccc2Cl)ns1)Nc1ccc2c(c1)OCO2	0.1
49	CC(=O)c1cccc(NC(=S)NC(=O)c2ccccc2Br)c1	1.2
50	C=CCN1C(=O)C(CCCC)NC1=S (stereo unspecified)	i
51	CCCCC(=O)Nc1ccc(NC(=O)c2ccc([N+](=O)[O-])cc2)cc1OC	i
52	O=c1c2ccccc2nc(SCc2cccc(F)c2)n1-c1cccc(S(=O)(=O)N2CCCC2)c1	0.7
53	COc1cc(/C=N/NC(=O)c2ccc(F)cc2)ccc1OC(=O)c1ccco1	9.7
54	Cc1ccc(S(=O)(=O)/N=C2\CN(C)C(=O)N2C)cc1	0.0
55	COC(C(=O)NC(C(C)C)C(C)C)c1ccccc1 (stereo unspecified)	0.4
56	O=S(=O)(/N=C(/Nc1ccc(F)cc1F)c1ccccc1)c1ccccc1	1.4
57	CCOc1ccc(CC(=O)N2N=C(C)CC2(O)C(F)(F)F)cc1 (stereo unspecified)	0.2
58	COc1ccc2c(c1)-c1nc(/N=C/c3ccccc3O)sc1CC2	i
59	CCC1=NN(C(=O)CCc2ccccc2O)C(O)(C(F)(F)F)C1 (stereo unspecified)	i
60	CCC(C)Sc1cc(C)c(C#N)c2nc3ccccc3n12 (stereo unspecified)	0.1

# (more compounds)
cpd	compound	Dengue virus CPE
61	Cc1ccccc1NC(=S)NCCc1c[nH]c2ccccc12	i
62	COc1ccc(CCNC(=O)CCCOc2ccc(C)cc2)cc1OC	i
63	O=C(Nc1ccc(F)c(F)c1)c1ccccc1-c1ccccc1	0.8
64	CC(C)[C@H](NC(=O)Cc1ccccc1)C(=O)OCc1cc(=O)n2c(n1)sc1ccccc12	0.1
65	Cc1ccccc1C(=O)NNC(=O)CCC(=O)Nc1cccc(Cl)c1C	i
66	O=C(CN1C(=O)/C(=C\C=C\c2ccccc2)SC1=S)Nc1ccc(F)cc1	1.0
67	CCOC(=O)c1c(C)[nH]c(C)c1C(=O)CSc1nc2ccccc2n1CCOC	0.4
68	Cc1c(C)c2ccc(OS(C)(=O)=O)cc2oc1=O	0.3
69	COc1ccc(-c2cc(-c3ccccc3)nc(SCC(=O)Nc3nccs3)c2C#N)cc1	6.1
70	Cc1cccc([C@@H]2[C@@H]3C(=O)N(Cc4ccccc4)C(=O)[C@@H]3[C@]3(Cc4ccccc4)C(=O)N(c4ccccc4)C(=O)N23)c1	0.9
71	CC(/C=N/NC(=O)c1cc(-c2ccccc2)nc2ccccc12)=C\c1ccco1	1.3
72	O=C(O)CCC(=O)NNc1ccccc1[N+](=O)[O-]	i
73	CCCNC(=O)c1onc(CSc2ccc(Cl)cc2)c1C(=O)NCCOC	i
74	Cc1cccc(NC(=S)NCC(c2cccnc2)N2CCOCC2)c1 (stereo unspecified)	i
75	O=C(NC1CC1)C1=C[C@@H](C2CC2)C[C@@H](OCCCCO)O1	0.7
76	c1ccc(-c2nc3ccccc3[nH]2)nc1	i
77	CCN(C(=O)COC(=O)c1cccnc1Nc1cccc(C(F)(F)F)c1)C1CCS(=O)(=O)C1 (stereo unspecified)	i
78	COC(=O)C1=C(C)N(Cc2ccco2)C(=O)N[C@@H]1c1ccco1	1.4
79	FC(F)(F)c1cnc(Oc2cccc3ccccc23)c(Cl)c1	3.1
80	O=C1CCCc2[nH]c3cccc(/C(=C/c4ccccc4)c4ccccc4)c3c21	23*

# Later entries:
cpd	compound	Dengue virus CPE
81	C=CCn1c(C(c2ccccc2)c2ccccc2)n[nH]c1=S	1.0
82	Cc1nn(C)c(C(=O)NNC(=S)NCC(C)C)c1Cl	0.3
83	COc1cc([N+](=O)[O-])ccc1NC(=O)CCCOc1cc(C)ccc1C	0.1
84	CCOc1ccc(NS(=O)(=O)c2cc(OCC(N)=O)c(C)cc2Cl)cc1	i
85	Cn1c(CS/C(N)=N/N=C/c2ccccc2)c(Br)c(=O)n1-c1ccccc1	0.3
86	COc1ccc(-n2c(=S)[nH]c3c(oc4ccccc43)c2=O)cc1	0.3
87	CC1CCCN(S(=O)(=O)c2ccc(N(C(=O)c3cnccn3)C(C(=O)NC3CCCCC3)c3cccs3)cc2)C1 (stereo unspecified)	1.0
88	COc1ccc(C(NC(=O)C2CCCCC2)c2c(O)ccc3ccccc23)cc1 (stereo unspecified)	11
89	OC1(c2ccccc2)CN(c2ccccc2)C2=[N+]1CCS2 (stereo unspecified)	i
90	COC(=O)c1ccccc1NC(=S)NC(=O)c1ccccc1F	i
91	CC(C)(C)c1ccc(C2=CC(c3ccccc3)n3ncnc3N2)cc1 (stereo unspecified)	0.1
92	CCOC(=O)C1CCN(C(=O)c2ccccc2NC(=O)c2ccc(Cl)cc2)CC1	0.3
93	O=C(COc1ccccc1)Nc1cccc(-c2nc3ccccc3[nH]2)c1	0.6
94	O=[N+]([O-])c1ccc(C(=S)N2CCC(Cc3ccccc3)CC2)cc1	0.5
95	CC1(c2ccc(OC(F)F)cc2)NC(=O)N(/N=C/c2c(O)ccc3ccccc23)C1=O (stereo unspecified)	10
96	COc1ccc(CNC(=O)COC(=O)/C=C/c2cccs2)cc1	i
97	CN(Cc1ccccc1)S(=O)(=O)c1ccc2c(c1)NC(=O)CC(=O)N2	i
98	COC(CNC(=O)c1cc(Sc2nnc(C)s2)nc2ccccc12)OC	0.4
99	O=C1[C@@H]2[C@@H]3C[C@@H]([C@H]4ON=C(c5ccc(Cl)cc5)[C@@H]34)[C@@H]2C(=O)N1c1ccc2c(c1)OCO2	i
100	COc1ccc(-c2sc(Nc3ccccc3)n[n+]2-c2ccc(F)cc2)c(C)c1C	0.6

# (further entries)
cpd	compound	Dengue virus CPE
101	Cc1nn(C)c(C)c1/C=N/NC(=O)CCn1cc([N+](=O)[O-])cn1	i
102	Cc1ccc2[nH]c(=O)c(CN(Cc3cccs3)C(=S)NCc3ccco3)cc2c1	5.9
103	CCOC(=O)C(Cc1ccc(NC(=O)/C(=C\c2ccccc2)NC(=O)c2ccccc2)cc1)N1C(=O)c2ccccc2C1=O (stereo unspecified)	1.7
104	Cc1ccc(S(=O)(=O)N2CCCCC2)cc1NC(=O)CSc1ccc2c(c1)OCCO2	0.9
105	O=C1c2ccccc2C(=O)N1CCC#Cc1ccc2cc(CCO)oc(=O)c2c1	1.0
106	CN(C(=O)COC(=O)c1ccc2c(=O)n3c(nc2c1)CCC3)c1ccccc1	i
107	Cc1ccc(S(=O)(=O)c2cn(Cc3ccc(F)cc3)c3cc4c(cc3c2=O)OCO4)cc1	5.7
108	O=[N+]([O-])c1ccc(OCc2cccc(COc3ccc([N+](=O)[O-])cc3)n2)cc1	0.1
109	Cc1ccc(C)c(Nc2ncnc(N)c2[N+](=O)[O-])c1	6.2
110	COc1ccc(SC[C@H](Cc2ccccc2)N2CCN(CCc3ccccc3)CCC2=O)cc1	6.4
111	CC(C)c1ccccc1NC1=CC(=O)CC(C)(C)C1	1.1
112	O=C(Cn1c(=O)oc2ccccc21)Nc1nc(-c2ccc(Br)cc2)cs1	0.0
113	COc1ccc(OCC(=O)Nn2c(-c3cccc(OC)c3)nc3ccccc3c2=O)cc1	i
114	O=C(Nc1ccc(Br)cn1)c1cccc(-c2cc3ccccc3oc2=O)c1	i
115	c1ccc(-c2csc3ncnc(NCC4COc5ccccc5O4)c23)cc1 (stereo unspecified)	6.2
116	Cc1ccc(NC(=O)COC(=O)C2(c3ccc(Cl)cc3)CCCC2)cc1	10*
117	CC(=O)Oc1ccc(-c2cccc(C(=O)OCC(=O)N(C)c3ccccc3)c2)cc1	0.4
118	Cc1occc1C(=O)NNC1=CC(=O)CC(C)(C)C1	i
119	O=C(CSCc1ccc([N+](=O)[O-])cc1)NC1CC1	2.1
120	COc1ccc(-c2nnc(Nc3ccc(OC)c(C(=O)N4CCCCC4)c3)c3ccccc23)cc1	1.1

# Part of the list above, with each value named.
103	CCOC(=O)C(Cc1ccc(NC(=O)/C(=C\c2ccccc2)NC(=O)c2ccccc2)cc1)N1C(=O)c2ccccc2C1=O (stereo unspecified)
  Dengue virus CPE: 1.7

104	Cc1ccc(S(=O)(=O)N2CCCCC2)cc1NC(=O)CSc1ccc2c(c1)OCCO2
  Dengue virus CPE: 0.9

105	O=C1c2ccccc2C(=O)N1CCC#Cc1ccc2cc(CCO)oc(=O)c2c1
  Dengue virus CPE: 1.0

106	CN(C(=O)COC(=O)c1ccc2c(=O)n3c(nc2c1)CCC3)c1ccccc1
  Dengue virus CPE: i

# (listing goes on)
cpd	compound	Dengue virus CPE
121	CCCOC(=O)c1ccc(NC(=O)C(CC)CC)cc1	i
122	C=CCOC(=O)C1=C[C@@H](c2ccc3c(c2)OCO3)C[C@@H](OCCCCO)O1	0.8
123	O=C1C2C3CCC(C3)C2C(=O)N1CNc1ccccc1 (stereo unspecified)	i
124	O=C(Oc1ccc(Cl)c2cccnc12)c1cccc([N+](=O)[O-])c1	i
125	Cc1ccc(N2C(=N)/C(=C3/Nc4ccccc4S3)C(c3ccccc3)C2=O)cc1 (stereo unspecified)	i
126	O=C(CSc1nc2ccccc2[nH]1)NCCc1ccc(Cl)cc1	i
127	O=C(CCSCCc1ccccn1)Nc1cc(F)ccc1F	i

# Not all compounds are listed (hit frequency here may not be typical).
